# Screening data deposited in PubChem by several laboratories.
# HUVEC prolif 384: blocks proliferation of human endothelial cells; HUVEC proliferation, CellTiter-Glo luminescence, 72 h; hits give low values; viability, % at 10 µM (by protocol); 1.1% of 86,000 active; AID 648;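 active = viability at or below 30%; inactive = viability above 30%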;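 also: 100% = median luminescence of DMSO-only cell control wells on each plate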
# H69AR growth 86K: blocks growth of human H69AR lung tumor cells; viability, % at 10 µM; H69AR lung tumor viability, ATP luminescence, 72 h; hits give low values; 6% of 85,000 active; AID 598;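 active = viability at or below 40%; inactive = viability above 40%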;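 also: multidrug resistant small cell line overexpressing MRP-1 efflux transporter; 100% = mean luminescence of untreated control wells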
# ERb coact inh: ER-beta (human) coactivator binding inhibition. 1.3% of 86,000 active. inhibition, % at 25.6 µM. TR-FRET ER-beta LBD / SRC1-Cy5 peptide binding; receptor agonist-loaded with 1 µM estradiol. AID 633;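 active = compounds whose percent inhibition of the receptor-coactivator binding signal exceeds about 50% in the single-dose screen, limit read from the data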;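 also: 0% = receptor plus peptide wells without compound and 100% = peptide-only wells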
# Target sequence (Q92731 whole entry, looked up, the tested form may be a part): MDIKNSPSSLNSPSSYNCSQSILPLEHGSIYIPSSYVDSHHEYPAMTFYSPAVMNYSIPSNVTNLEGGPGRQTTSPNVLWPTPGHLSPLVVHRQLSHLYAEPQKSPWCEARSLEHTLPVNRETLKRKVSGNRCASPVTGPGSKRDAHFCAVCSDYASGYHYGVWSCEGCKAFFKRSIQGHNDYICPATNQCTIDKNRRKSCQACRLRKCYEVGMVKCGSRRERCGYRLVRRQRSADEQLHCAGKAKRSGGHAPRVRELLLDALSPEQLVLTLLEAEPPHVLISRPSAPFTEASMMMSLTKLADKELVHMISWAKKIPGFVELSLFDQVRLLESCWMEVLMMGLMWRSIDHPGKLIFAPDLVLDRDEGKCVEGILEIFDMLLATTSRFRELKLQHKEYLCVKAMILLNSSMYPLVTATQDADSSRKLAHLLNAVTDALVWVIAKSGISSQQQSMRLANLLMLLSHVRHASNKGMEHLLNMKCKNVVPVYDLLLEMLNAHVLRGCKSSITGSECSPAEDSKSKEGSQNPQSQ
# MT1-MMP txn act: MT1-MMP promoter transcription activation | HT1080 MT1-MMP promoter luciferase reporter, luminescence, overnight; hits give high values | activation factor at 10 µM | 0.16% of 86,000 active;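 active = activation factor of at least 2 for MT1-MMP transcription at 10 µM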
# Smad3 inh: inhibitors of human Smad3 transcription factor binding. P84022. 0.29% of 88,000 active. AID 630. TR-FRET Smad3/Dy647-FoxH1 peptide binding, europium anti-His. inhibition, % at 25 µM;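 active = compounds that reduce the energy-transfer binding signal between the protein and its labelled peptide by more than half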;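 also: 0% = Smad3 plus labelled peptide maximal FRET and 100% = peptide-only background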
# Target sequence (P84022 whole entry, looked up): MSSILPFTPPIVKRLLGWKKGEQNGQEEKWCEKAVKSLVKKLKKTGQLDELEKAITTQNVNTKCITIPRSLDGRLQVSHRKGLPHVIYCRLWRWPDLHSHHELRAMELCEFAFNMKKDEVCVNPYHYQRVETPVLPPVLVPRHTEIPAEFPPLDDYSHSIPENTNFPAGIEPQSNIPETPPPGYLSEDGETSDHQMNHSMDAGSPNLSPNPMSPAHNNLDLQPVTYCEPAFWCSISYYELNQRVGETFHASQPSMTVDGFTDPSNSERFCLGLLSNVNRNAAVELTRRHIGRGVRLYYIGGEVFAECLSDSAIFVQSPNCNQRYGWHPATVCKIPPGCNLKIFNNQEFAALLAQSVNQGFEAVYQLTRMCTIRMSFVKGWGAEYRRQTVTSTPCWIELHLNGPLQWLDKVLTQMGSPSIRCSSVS
# ERa SRC1 inh: ER-alpha (human) coactivator binding inhibition; P03372; 1.7% of 86,000 active; inhibition, % at 25.6 µM; TR-FRET ER-alpha LBD / SRC-1 peptide, estradiol-bound; in the data active = inhibition above about 50%;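 also: 0% = receptor plus peptide control and 100% = peptide only without receptor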
# Fibroblast inh: blocks proliferation of human lung fibroblasts | viability, % at 10 µM | LL 47 human lung fibroblast viability, ATP luminescence; hits give low values | 1.1% of 85,000 active | AID 719;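 active = viability at or below 50% in the single dose screen; inactive = viability above 50%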;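 also: compound exposure lasted 72 h before the ATP readout; 100% = median luminescence of untreated cell-only wells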
#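 material = human LL 47 lung fibroblast cells | dosing = compounds added from tenfold dosing solution, 0.1% DMSO final | timing = overnight cell rest, 72 h compound treatment at 37 °C | measured by = CellTiter-Glo luminescence measuring cellular ATP | evaluation = % viability versus median cells-only luminescence | control set = cell-only wells, no compound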
# Mac1 fbg enh: enhancers of human CD11b/CD18 binding to fibrinogen | P05107+P11215 | K562 CD11b/CD18 adhesion to fibrinogen, ATPlite luminescence | activation, % at 10 µM | 0.07% of 93,000 active;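 active = 10 µM primary screen giving 50% or more activity, confirmed by 40% or more on retest at that dose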; also: strong numbers were not always called active
# ERa coact pot: enhances coactivator binding to human estrogen receptor alpha; coactivator binding (% of control), % at 25.6 µM; 1.3% of 86,000 active; TR-FRET ERalpha-LBD/SRC-Cy5 coactivator binding, 2 h; 100 = basal binding, no effect; in the data active = activity above about 200%;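 also: binding measured in presence of low estradiol as agonist stimulus; 0% = peptide alone without receptor and 100% = receptor with peptide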
# An asterisk follows results filed as active; . = no result given; [ ] = dose if it differs, or a comment. An excerpt; the hit share may differ from the screen's.
Molecule,HUVEC prolif 384,H69AR growth 86K,ERb coact inh,MT1-MMP txn act,Smad3 inh,ERa SRC1 inh,Fibroblast inh,Mac1 fbg enh,ERa coact pot
CC(C)c1nc(N2CCN(C(=O)c3ccco3)CC2)c2c3c(sc2n1)CCCC3,93,88,4[fluorescence artefact?],1.1,-10,1,96,.,57[fluorescence artefact?]
CN(C)c1ccc(-c2ccncc2)cc1,121,100,-5,1.3,1,-4,97,-2,93
CCOC(=O)Cn1nc(-c2ccc(Cl)cc2)cc1N,103,103,-6,1.2,4,-8,99,-5,120
COc1ccc(CCNC(=O)C2CCN(S(=O)(=O)c3ccc(-n4cnnn4)cc3)CC2)cc1OC,90,78,0[fluorescence artefact?],1.1,8,4[fluorescence artefact?],92,-3,112
CC1(C)N=C(N)N=C(N)N1c1cccc(C(=O)O)c1,99,93,-10,1.1,5,1,109,0,119[fluorescence artefact?]
O=C(Nc1nn[nH]n1)C12CC3CC(CC(C3)C1)C2,90,90,1[fluorescence artefact?],1.2,0,-9,97,7,105
Cn1c(=O)oc2cc(S(=O)(=O)NCCCN3CCCC3=O)ccc21,108,102,14,1,4,8,108,3,86
O=C(Cn1c(=O)oc2cc(S(=O)(=O)N3CCCC3)ccc21)NCc1ccc(F)cc1,93,98,4,.,-7,14[fluorescence artefact?],97,2,185[fluorescence artefact?]
CNC(=S)N/N=C(\C)c1ccc(-n2ccnc2)cc1,84,92,-1,1.1,6,-6,109,1,109
CCOc1cccc2cc(C(=O)N3CCN(C/C=C/c4ccccc4)CC3)c(=O)oc12,90,72,-10,1.3,-4,-6,89,.,105
O=C(CSC1=NCCS1)Nc1cccc2ccccc12,76,97,0,1.1,16,17,102,-2,88
CCOC(=O)C(C#N)C(Cc1ccccc1)c1ccco1 (centres undefined),102,73,1,1.1,7,-42[fluorescence artefact?],98,8,132
O=C(CC1SC(N2CCCCC2)=NC1=O)Nc1cccc(C(=O)O)c1 (centres undefined),118,101,34[fluorescence artefact?],1.2,-5,-1,104,2,87
COc1cc(-c2noc(CCC(=O)Nc3cccnc3)n2)cc(OC)c1OC,89,63,-9,1,2,1,92,1,109
CCCOC(=O)c1ccc(NS(=O)(=O)c2cccs2)cc1,105,91,-14,1,6,-8,103,-2,110[fluorescence artefact?]
O=C(CSc1nnc(-c2ccccn2)n1-c1ccccc1)Nc1ccc2c(c1)OCO2,78,80,3,1,-9,8,90,-2,83
CCN1C(c2ccccc2)=C(c2ccccc2)S/C1=C/C=C1\SC(=S)N(C)C1=O,98,71,12[fluorescence artefact?],1.2,-2,6[fluorescence artefact?],86,.,104[fluorescence artefact?]
O=C(CCN1C(=O)C2C3C=CC(C3)C2C1=O)N1CCN(c2ccccc2F)CC1 (centres undefined),104,109,-8[fluorescence artefact?],1,3,4,105,1,118
CCOC(=O)c1nnn(-c2nonc2N)c1-c1ccc(C)cc1,97,93,-15,1.1,-6,-2,94,.,108
CCN(Cc1cc2cc(OC)ccc2[nH]c1=O)C(=O)Cc1ccc(OC)cc1,92,78,2,1,-1,8,112,-3,108
Cc1cc(C)c2c(n1)nn1c(NCCN3CCOCC3)cc(C)nc21,94,88,0[fluorescence artefact?],1,18,6,105,1,109
Cc1cc(Nc2cnc3ccccc3n2)n(-c2ccccc2)n1,84,57,-4[fluorescence artefact?],1,3,4,89,.,113
Cc1nc(N2CCN(c3ccccc3)CC2)c2c3c(sc2n1)CCC3,107,83,-3,1,4,-1,106,-1,86
Cc1cc(C(=O)CSc2nnc(-c3ccccc3)n2C)c(C)n1C,98,90,6,1.1,-8,4,109,-6,115
COc1ccc(N2CCN(C(=O)c3cn(C4CCCC4)c(=O)c4c3c3ccccc3n4C)CC2)cc1,80,73,-2,.,6,-9,93,-4,97

# Quoted at random: four compounds from above, in no set order.
Molecule,HUVEC prolif 384,H69AR growth 86K,ERb coact inh,MT1-MMP txn act,Smad3 inh,ERa SRC1 inh,Fibroblast inh,Mac1 fbg enh,ERa coact pot
O=C(Nc1nn[nH]n1)C12CC3CC(CC(C3)C1)C2,90,90,1[fluorescence artefact?],1.2,0,-9,97,7,105
CCN(Cc1cc2cc(OC)ccc2[nH]c1=O)C(=O)Cc1ccc(OC)cc1,92,78,2,1,-1,8,112,-3,108
Cc1cc(Nc2cnc3ccccc3n2)n(-c2ccccc2)n1,84,57,-4[fluorescence artefact?],1,3,4,89,.,113
CCCOC(=O)c1ccc(NS(=O)(=O)c2cccs2)cc1,105,91,-14,1,6,-8,103,-2,110[fluorescence artefact?]

# The listing continues:
Molecule,HUVEC prolif 384,H69AR growth 86K,ERb coact inh,MT1-MMP txn act,Smad3 inh,ERa SRC1 inh,Fibroblast inh,Mac1 fbg enh,ERa coact pot
Cc1nc(SCC(=O)N2CCN(c3ccccc3)CC2)c2c(=O)n(C)c(=O)n(C)c2n1,105,98,0[fluorescence artefact?],1.1,6,20[fluorescence artefact?],99,.,106[fluorescence artefact?]
COc1ccc(C2(C(N)=O)CCCCC2)cc1OC,92,88,-4[fluorescence artefact?],1.1,4[fluorescence artefact?],-2[fluorescence artefact?],91,4,114
COc1ccc(C)cc1NC(=O)c1ccc2c(c1)OCO2,70,99,3,1.2,-1,7,98,2,109
COC(=O)c1[nH]c2ccc(C)cc2c1NC(=O)NC1CCCCC1,90,49,-7,1.2,8,-2,96,2,102
CCOc1ccccc1-n1c(SCC(=O)N2CCCC2)nnc1-c1ccoc1C,90,99,-1,1.2,13,-3,94,-2,97
CCc1ccc(NC(=O)Cn2c(SC)nc3ccccc32)cc1,85,87,4[fluorescence artefact?],1.2,0,14[fluorescence artefact?],81,-2,96
CCOC(=O)c1c(C)[nH]c(C(=O)Cn2nnc(-c3ccccc3Cl)n2)c1C,80,81,7[fluorescence artefact?],1.3,15[fluorescence artefact?],2[fluorescence artefact?],111,1,128
COC(=O)c1cc(OC)c(OC)cc1NC(=O)c1ccoc1C,95,72,-1,1,2[fluorescence artefact?],-8,95,4,105
Cn1c(SCC(N)=O)nnc1C1CCN(C(=O)NC2CCCCC2)CC1,92,93,-1,1.1,-4,-5,106,-3,120[fluorescence artefact?]
CCn1cc(C(=O)N(CCCN2CCOCC2)Cc2ccco2)c(=O)c2ccc(C)nc21,105,99,-2,1.1,-1[fluorescence artefact?],-2,110,2,100[fluorescence artefact?]
O=C1CC(N2CCN(c3ccccn3)CC2)C(=O)N1CC(c1ccccc1)c1ccccc1 (centres undefined),93,84,9,1,-5,-13,89,.,99
Cc1ccc(S(=O)(=O)NCC(=O)N(CC(=O)NC2CCCC2)c2ccc3c(c2)OCCO3)cc1,98,62,-7,1.1,11[fluorescence artefact?],-4,93,0,112[fluorescence artefact?]
Cc1cc(C)c2[nH]c(=O)c(CN(CC3CCCO3)C(=O)c3cnccn3)cc2c1 (centres undefined),101,100,-3,1.2,11,-10,99,-2,113
NC(=O)CSc1nnc(-c2cccnc2)n1CCc1ccccc1,114,92,41[fluorescence artefact?],1.1,4,-2,111,-5,94
Cc1csc(NC(=O)C2C3C=CC(O3)C2C(=O)O)n1 (centres undefined),94,100,-6,1.1,8,-14,101,1,102
Cc1cc(Cl)c(S(=O)(=O)Nc2ccc3c(c2)OCO3)cc1OCC(N)=O,104,75,51*,0.9,11,50*,102,-4,86[fluorescence artefact?]
O=S(=O)(NCc1cn2ccsc2n1)c1ccc2c(c1)OCCO2,103,100,7,0.8,-1,-2,100,43,126
N#Cc1c(C(F)(F)F)cc(-c2ccco2)nc1SCc1ccccn1,79,82,-11,1.2,2,-7,98,0,91
O=C(Nc1ccc2nsnc2c1)c1cccs1,70,76,7,1.6,1,4[fluorescence artefact?],93,1,96[fluorescence artefact?]
COc1ccc(CNCc2cc3c(C(C)(C)C)nn(-c4ccccc4)c3[nH]c2=O)cc1,72,24*,-5,1,12[fluorescence artefact?],1,69,-4,121
CCC(C)(C(=O)NC1CCCC1)N(Cc1cccs1)C(=O)Cc1cccs1 (centres undefined),109,78,-4,.,-5,-4,92,-4,94
CCOC(=O)c1ccc(NC(=O)CSc2nnc(CNC(=O)c3ccccc3F)o2)cc1,94,85,19,.,0,-45[fluorescence artefact?],91,1,101
Cc1sc2nc(SCC(=O)N3CCCC3)[nH]c(=O)c2c1C,92,77,5,1.2,0,1,86,-4,71
N#CCCn1ccc(NC(=O)c2ccc(Cl)cc2)n1,96,96,-6,1.1,-1,-8,109,-1,104[fluorescence artefact?]
CCCn1c(SCC(=O)NC(C)(C)C)nnc1C(C)C,96,91,-7,1,-7,-2,101,-1,102

# Continued.
Molecule,HUVEC prolif 384,H69AR growth 86K,ERb coact inh,MT1-MMP txn act,Smad3 inh,ERa SRC1 inh,Fibroblast inh,Mac1 fbg enh,ERa coact pot
CCc1ccc(NC(=O)CCn2cccc2)cc1,90,91,-7,1.3,0,0,91,1,98
CCN(CC)C(=O)CSc1nnc(-c2ccc(O)cc2)n1CC1CCCO1 (centres undefined),99,108,-3,1.1,6,2,106,0,100
CCC(C)C(=O)Nc1nnc(-c2cccs2)s1 (centres undefined),94,102,0[fluorescence artefact?],1.4,13,3,110,-6,94
CCOC(=O)c1c(NC(=O)OC)sc(C(=O)N(CC)CC)c1C,96,79,-20,1.1,8,-15,95,8,101
CC(=O)NCCOc1cccc2cccnc12,91,91,1,1,-9,-4,105,5,90
Cn1c2ccccc2c2c(C(=O)N3CCN(c4ccccn4)CC3)cn(C3CCCC3)c(=O)c21,79,41,-1,.,8,-2,89,1,90
CCOC(=O)c1ccc(NC(=O)C(C)NS(=O)(=O)c2ccc(OC)cc2)cc1 (centres undefined),94,83,-1,1,2,-1,96,-3,118
S=C1NNC2(NN1)C1CC3CC(C1)CC2C3,102,106,-1,1.1,6,-9,.,.,91
Cc1cc([N+](=O)[O-])ccc1NC(=S)NC(=O)C(c1ccccc1)c1ccccc1,81,32*,-8,1,17,8,94,1,97
COc1cccc(-c2nc(CS(=O)(=O)CC(=O)NCc3ccc(Cl)cc3)c(C)o2)c1,64,65,-4,1.1,7[fluorescence artefact?],8[fluorescence artefact?],90,3,142[fluorescence artefact?]
COc1ccc(-c2cc3ccccc3n2CC(O)CN2CCN(CCO)CC2)cc1 (centres undefined),87,85,-4,.,9,0,87,-5,100
COc1ccc(OCC(=O)Sc2ccc(C)cc2)cc1,69,91,-4,1.2,-6,12,102,1,83
C/C(=N\NS(=O)(=O)c1ccc(Br)cc1)c1cccs1,80,110,-2,1.2,1,20,101,-2,101
O=C(O)c1csc(Br)c1Br,94,102,6[fluorescence artefact?],1.1,-11,4[fluorescence artefact?],115,-1,121
Cc1ccc(NC(=O)COC(=O)Cn2c(C)csc2=O)cc1C,91,91,3[fluorescence artefact?],1.1,10,4[fluorescence artefact?],96,-2,134
COc1cc(S(=O)(=O)N2CCN(C)CC2)ccc1Cl,96,92,-5,1.1,15,-3,100,.,114
O=C(NCCC1=CCCCC1)C1CCN(S(=O)(=O)c2cccc3cccnc23)CC1,85,88,5,1.3,1,7,101,4,106
CC(Oc1ccccc1)C(=O)Nc1ccc(S(=O)(=O)NCC2CCCO2)cc1 (centres undefined),98,104,3,1.2,-6,0,105,.,120
CCSc1nnc(NC(=O)c2ccc3c(c2)OCO3)s1,102,100,6,0.7,4,18[fluorescence artefact?],102,0,110[fluorescence artefact?]
CCCOc1ccc(Oc2cc(C)nc(SC)n2)nn1,105,90,-6,0.9,-18,-8,102,.,100
